Screens deposited in PubChem BioAssay by several laboratories.
14-3-3 Bad inh = inhibitors of 14-3-3 zeta/Bad binding, primary screen, biochemical, TR-FRET, bovine 14-3-3 zeta; 14-3-3 protein zeta/delta (Bos taurus), P63103; TR-FRET 14-3-3zeta/Dy647-pBad peptide displacement, 1 h; inhibition, % at 21.7 µM; 220,000 compounds, 0.71% hits; AID 781, 2007;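 active = inhibition above about 70%, limit read from the data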;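 note: 0% = full 14-3-3 plus peptide FRET controls and 100% = background without 14-3-3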
Target sequence (P63103 whole entry, looked up): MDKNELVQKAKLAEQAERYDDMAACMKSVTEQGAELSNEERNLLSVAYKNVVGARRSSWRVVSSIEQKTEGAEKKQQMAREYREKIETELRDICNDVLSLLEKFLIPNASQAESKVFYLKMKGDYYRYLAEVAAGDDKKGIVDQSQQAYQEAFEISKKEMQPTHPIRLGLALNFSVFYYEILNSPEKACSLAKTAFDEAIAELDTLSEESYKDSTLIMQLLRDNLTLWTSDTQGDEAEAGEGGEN
Furin inhibitor = human furin inhibitors, primary screen, biochemical, fluorescence intensity; P09958; purified furin, fluorogenic substrate cleavage; inhibition, % at 30 µM; 220,000 compounds, 0.061% hits; AID 463115, 2010; in the data active = inhibition above about 25%; note: inactives centre near -15
KCC2 mod = KCC2 cotransporter modulators, thallium flux, primary screen, cell-based, HEK293 KCC2, FluoZin-2 fluorescence, MLSMR. Solute carrier family 12 member 5 (Homo sapiens), Q9H2X9. KCC2 cells, thallium flux FluoZin-2 fluorescence. B-score of Tl+ flux slope (higher = more flux/activation; lower = inhibition) at 10 µM. 190,000 compounds, 2.2% hits;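 active = thallium flux slope and its plate-corrected score both differing from the plate sample mean at a set confidence after two filtering rounds, in either direction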;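 note: slope of fluorescence scaled to starting intensity during 10 to 20 s after thallium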
hK5 inh = human KLK5 protease inhibitors, primary screen, biochemical, 1536-well | inhibition, % at 5 µM | AID 873, 2007 | recombinant hK5, fluorogenic AMC substrate cleavage | 210,000 compounds, 0.59% hits;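 active = inhibition of 40% or more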;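 note: 0% = enzyme controls without compound and 100% = no-enzyme blanks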
Target sequence (Q9Y337 67-293 limits assumed): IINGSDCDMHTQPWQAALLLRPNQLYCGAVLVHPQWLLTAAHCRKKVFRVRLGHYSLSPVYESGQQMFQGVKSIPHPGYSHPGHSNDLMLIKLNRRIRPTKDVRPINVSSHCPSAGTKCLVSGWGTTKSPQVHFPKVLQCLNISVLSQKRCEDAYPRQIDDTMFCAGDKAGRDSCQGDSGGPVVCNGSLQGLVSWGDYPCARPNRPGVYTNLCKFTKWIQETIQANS
eIF4E-4G inh = eIF4E–eIF4G protein interaction inhibitors, primary screen, biochemical, uHTS, TR-FRET, eIF4GI fragment; Eukaryotic translation initiation factor 4E (Mus musculus) + Eukaryotic translation …; TR-FRET eIF4E-eIF4GI(517-606) binding, 2 h; inhibition, % at 21.7 µM; 220,000 compounds, 0.37% hits; AID 782, 2007;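 note: 0% = full FRET control wells and 100% = background wells lacking eIF4GI fragment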
Rad51 HR inh = human RAD51 strand exchange inhibitors, primary screen, biochemical, fluorescence; DNA repair protein RAD51 homolog 1 (Homo sapiens), Q06609; hRad51 DNA strand exchange, fluorescence dequenching; inhibition, % at 10 µM; 200,000 compounds, 0.085% hits; AID 1385, 2008;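 active = inhibition above 40% at the single screening dose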;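 note: 0% = DMSO control wells and 100% = blanks with heterologous ssDNA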
Target sequence (Q06609 whole entry, looked up): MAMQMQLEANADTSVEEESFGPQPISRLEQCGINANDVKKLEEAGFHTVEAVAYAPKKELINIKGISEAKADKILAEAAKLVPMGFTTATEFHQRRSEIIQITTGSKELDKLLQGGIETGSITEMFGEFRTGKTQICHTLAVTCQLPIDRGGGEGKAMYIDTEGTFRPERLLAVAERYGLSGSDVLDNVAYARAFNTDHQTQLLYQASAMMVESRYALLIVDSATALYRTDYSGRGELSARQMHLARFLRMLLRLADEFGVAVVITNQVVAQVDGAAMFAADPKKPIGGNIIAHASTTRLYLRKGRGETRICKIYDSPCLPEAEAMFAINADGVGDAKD
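System: hRad51 filaments on single-stranded DNA; reagent: Fluorescein- and BHQ1-tagged 47-mer duplex; compound dosing: one concentration, 10 µM final; timing: filaments 15 min 37 °C, then compound 30 min; measured by: fluorescein emission 520 nm, excitation 485 nm; benchmarks: per-plate controls and blanks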
thrombin 1536 = human alpha-thrombin inhibitors, primary screen, counter-screen for coagulation protease inhibitor project, biochemical, 1536-well, fluorogenic AMC substrate | Prothrombin (Homo sapiens), P00734 | inhibition, % at 5 µM | 220,000 compounds, 0.26% hits | Boc-VPR-AMC fluorogenic substrate cleavage;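 active = inhibition at or above 40%; inactive = inhibition below 40%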;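 note: 0% = enzyme with no compound and 100% = wells without enzyme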
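System – human alpha-thrombin · Medium – pH 7.5 Tris (50 mM) with NaCl 150 mM, Tween 20 0.05% · Compound – single-point dosing at 5 µM, 0.2% DMSO · Incubation – enzyme reaction carried out at room temperature · Technique – fluorescence of released AMC, ex 355 nm, em 460 nm · Read-out basis – % inhibition of thrombin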
EBV gp42 inh = Epstein-Barr virus gp42 inhibitors, primary screen, biochemical, uHTS, fluorescence polarization; Fluorescence polarization binding assay, mP read-out; inhibition, % (tested at 21.74 µM); Glycoprotein 42 (Epstein-Barr virus (strain AG876)), Q1HVG2; 220,000 compounds, 0.42% hits; in the data active = inhibition above about 50%
Target sequence (Q1HVG2 whole entry, looked up): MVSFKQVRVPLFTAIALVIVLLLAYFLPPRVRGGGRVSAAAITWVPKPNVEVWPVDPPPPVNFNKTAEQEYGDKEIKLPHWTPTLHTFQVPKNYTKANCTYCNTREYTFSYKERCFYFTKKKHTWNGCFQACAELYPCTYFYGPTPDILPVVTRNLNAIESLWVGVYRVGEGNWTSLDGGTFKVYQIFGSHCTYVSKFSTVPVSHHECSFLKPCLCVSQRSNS
NCF1 inh = p47phox/p22phox peptide binding inhibitors, primary screen, biochemical, uHTS, NADPH oxidase regulatory subunit | fluorescence polarization, 2 h | AID 1274, 2008 | 220,000 compounds, 0.53% hits | Neutrophil cytosol factor 1 (Homo sapiens), P14598 | inhibition, % at 24.7 µM;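 note: 0% = p47phox with labelled peptide and 100% = labelled peptide alone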
Active calls of the source: *; / = no result given; [ ] = dose if it differs, or a comment.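 Rule for the calls, unless noted: active = inhibition above about 30% (limit read from the data); inactive = the rest.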

SMILES	14-3-3 Bad inh	Furin inhibitor	KCC2 mod	hK5 inh	eIF4E-4G inh	Rad51 HR inh	thrombin 1536	EBV gp42 inh	NCF1 inh
CS(=O)(=O)N1CCC(C(=O)NCC2CCCO2)CC1 (centres undefined)	-3.7[fluorescence artefact?]	-18.7[20 µM]	-0.211	-0.1	-2.5[fluorescence artefact?]	7.3	-1.5	-16.9	-15.8
CCCCCc1nnc(NC(=O)Cc2ccc([N+](=O)[O-])cc2)s1	-6.8	-17.4	/	/	0.0	/	1.9	-0.9	-0.2
CCc1cc(C(=O)Cc2cnn(-c3ccccc3)c2)c(O)cc1O	-17.5[fluorescence artefact?]	-27.7	-0.0408	4.0	19.1[fluorescence artefact?]	-11.9	1.5	8.1	-90.5
CCc1cc2c(=O)nc3n(c2s1)Cc1ccccc1/C3=C(/O)c1ccccc1Cl	-0.9	-19.5[20 µM]	/	8.3	-5.1	/	3.5	-7.8	73.9*
Cc1cccc(C(=O)Nc2nnc(-c3cccnc3)o2)c1	-14.9	-17.7	4.65*	0.4	-0.1	-5.2	5.9	-24.4	-7.0
O=C(CCc1ccc(Oc2cc([N+](=O)[O-])cc([N+](=O)[O-])c2)cc1)N1CCCCC1	18.4	-13.2[20 µM]	-0.631	1.2	-0.3	-3.5	4.4	-6.8	4.1
COc1ccc(C(=O)Nc2cccc(-c3nc4ncccc4o3)c2C)cc1	10.3	-14.8[20 µM]	0.0398	-4.4	-2.6	1.0	4.0	-6.2	10.4
O=C(CC(NC(=O)c1ccccc1Cl)c1ccccc1)NC1=NCCS1 (centres undefined)	-4.0	-28.6	0.382	-5.6	1.4	-4.5	-13.2	4.0	4.3
CC1(C)C(c2cccs2)=NC(c2ccccc2)N1O (centres undefined)	/	-15.2	0.0529	-5.2	/	-6.2	6.6	3.8	1.1
CC(=O)OC(C(=O)NCc1ccc(F)cc1)c1ccccn1 (centres undefined)	7.2	-12.4[20 µM]	1.73	2.4	1.7	3.2	-2.0	-11.9	-15.3
CCOc1cc(/C=C2/COc3ccccc3C2=O)ccc1OCC(=O)N(C)C	-6.9	-4.8	-1.57	-17.5	-2.9	-1.8	5.1	-10.6	-10.9
Cc1nc2cc(NC(=O)NCc3ccco3)ccc2o1	-1.9	-21.1[20 µM]	-0.00659	17.8	-3.9	-0.9	-8.1	-7.9	-6.2
CCC(C(=O)OCC(=O)Nc1cccc(OC)c1)c1ccccc1 (centres undefined)	-3.6	-30.8	-0.595	0.7	-0.3	-3.6	-22.0	-4.6	2.0
Cc1nnc(SCC(=O)N/N=C/c2cn(-c3ccccc3)nc2-c2ccc(F)cc2)n1-c1ccccc1	7.9	-12.2	/	2.1	-0.5	-2.6	-3.2	-7.1	-5.7
COc1cc(/C=C2/NC(=O)N(Cc3ccccc3F)C2=O)cc(OC)c1OC	6.5	-30.3	-0.542	-13.2	-2.7	4.7	3.6	-1.5	-13.1
COC(C[C@@H](O)[C@@H](C)[C@@H](O)COCc1ccccc1)OC	-1.8	-26.0	-0.0154	0.3	-2.3	-5.7	-3.0	-6.8	-16.2
O=C(NC1(C(F)(F)F)NC(=O)N(Cc2ccco2)C1=O)c1cccs1 (centres undefined)	7.0	-7.5	/	-11.7	0.3	-14.5	-4.1	-27.5	-5.5
CCCCNc1nc(=S)n(-c2ccccc2)c(C)c1C(C)=O	-2.3	-29.5	-0.0443	-4.1	2.5	11.1	-5.2	3.7	2.1
CCNC(=O)CC1C(=O)N(C)C(=S)N1NC(=O)c1ccc(Cl)cc1 (centres undefined)	-4.6	0.4[20 µM]	1.25	-4.6	-6.7	0.1	-2.6	4.2	-11.0
CCOC(=O)N1CCC(NC(=O)c2cc(C(=O)Nc3ccc(S(=O)(=O)N4CCOCC4)cc3)ccc2CO)CC1	9.5	-17.9	1.03	-6.0	-2.4	8.0	-1.5	-3.7	-0.4
COC(=O)C1=C(C(=O)OC)[C@@H]2Nc3ccccc3[C@@]23C[C@@H](C(=O)OC)N=C3N1	-5.5	-26.9	0.299	-0.5	-1.0	-3.1	-3.9	-4.6	-11.6
CC1=CC(=O)N(c2ccc(C)cc2)C1c1ccc(Cl)cc1 (centres undefined)	-11.3	-5.1	0.274	-18.5	-1.4	-3.0	-3.5	-11.5	3.8
O=C(CCc1ccc(O)c(O)c1)NNC(=S)NCCc1ccccc1	-19.3[fluorescence artefact?]	-22.1	0.662	-103.0	12.8	1.1	-3.2	-3.5	-9.4
COc1ccc(Cl)cc1NC(=O)CSc1nnc(CNC(=O)c2ccco2)o1	-8.6	-22.0	0.247	-21.8	-6.8	2.2	1.9	-5.9	-16.8
COC(=O)c1ccccc1CCC(C)=O	2.6	-22.8	0.976	-0.8	7.3	1.8	3.5	-15.5	-8.4
COc1ccc(-c2cc(C(F)(F)F)n3ncc(C(=O)NCc4ccco4)c3n2)cc1	-5.8	-7.7	/	4.1	-18.3	/	0.4	-26.3	2.4
Cc1nc(SCC(=O)Nn2c(-c3ccccc3)nc3ccccc3c2=O)n[nH]1	4.8	0.8[20 µM]	-1.93	-2.0	1.9	10.2	-3.2	4.5	-6.1
COc1ccccc1NC(=O)CSC1=NC(=O)C(NC(C)=O)C(=O)N1 (centres undefined)	-9.9	-16.5	-0.13	-9.1	-7.2	-10.6	5.4	-3.6	-4.1
COc1ccc(NC(=O)c2noc(C(C)C)c2[N+](=O)[O-])cc1	-4.0	-8.1	0.323	/	1.0	/	2.5	0.4	2.2
CCC(C(=O)NC1CCCC1)N(C(=O)Cn1nnc(-c2ccc(OC)c(OC)c2)n1)C1CCCCC1 (centres undefined)	4.0	-19.6	-0.415	-9.4	-3.9	-1.5	-1.3	-7.8	3.1
O=C(Nc1ccc(Cl)cc1)OC(CN1CCCCC1)C(F)(F)F (centres undefined)	-10.5	-11.6[20 µM]	0.501	-0.9	1.1	-5.7	-3.8	-3.2	-3.0
COCCCN=C1NN=C(c2cc(C)n(Cc3ccccc3Cl)c2C)CS1	-0.1	-8.2	1.21	-5.8	-2.2	-8.4	3.1	1.8	-4.3
CC(O)Cc1cn(CC(=O)N2CCN(C(=O)OC(C)(C)C)CC2)nn1 (centres undefined)	8.3	-28.5	0.26	6.6	0.7	-0.1	1.8	-16.6	-6.3
O=C(CSCc1ccc(Cl)cc1)N/N=C/c1ccc(Cl)cc1Cl	3.1	-18.3[20 µM]	-0.328	-0.1	0.6	2.9	-3.0	-4.3	-4.5
CC1Cn2c(nnc2C23CC4CC(CC(C4)C2)C3)S1 (centres undefined)	3.5	-17.0[20 µM]	0.661	-18.1	1.5	-0.5	2.1	-8.9	-0.7
CCNc1nc(NC(C)C)nc(N(C#N)C(C)C(=O)N(C)C)n1 (centres undefined)	4.0[fluorescence artefact?]	-10.6[20 µM]	-0.324	1.3	-3.0	-3.8	-1.0	-25.3	-10.1
CCOc1ccc(C(=O)Nc2cccc(C)n2)cc1	12.4[fluorescence artefact?]	-11.2	2.22	-17.2	6.9[fluorescence artefact?]	-4.5	3.9	6.8	-11.6
Cc1ccc(NC(=O)Cc2ccc(F)cc2)cc1	-5.3	-4.4[20 µM]	2.6*	-5.6	-1.5	4.7	-4.5	15.7	-13.3
Cc1ccc(-c2cc(C(=O)NCCc3ccccn3)c3ccccc3n2)c(C)c1	-5.2	-10.7	-0.16	7.5	2.3	-2.5	-4.8	-0.3	-10.2
Cc1c(NC(=O)CSc2nnc(N)s2)c(=O)n(-c2ccccc2)n1C	4.8	-18.4	-0.0136	1.4	2.5	-5.7	-10.2	-4.5	-5.1
O=C(COC(=O)c1cnccn1)Nc1cccc2ccccc12	-13.7	-13.8	/	2.6	-3.2	0.7	-2.0	-0.5	-1.0
Cc1ccc(NC(=O)c2cc([N+](=O)[O-])ccc2NCc2cccnc2)cc1	-13.0	-12.3	-1.47	6.8	-9.2	4.4	0.8	7.6	-17.9
O=C1NCCCC1C(=O)N/N=C/c1cccc([N+](=O)[O-])c1 (centres undefined)	-1.4	-33.5	0.045	2.8	-0.7	0.6	-2.6	-15.1	-11.3
O=C(CCn1c(=S)oc2ccccc21)Nc1cccc(O)c1	-1.7	-17.1	-0.245	/	-2.8	/	-5.8	11.7	2.6
COc1cccc(OC)c1C(=O)Nc1ccc(C)cc1C(=O)c1ccccc1	-1.9[fluorescence artefact?]	-14.6	-1.29	2.9	1.6	12.4	-11.6	-9.3	-0.7
CC(CNS(=O)(=O)c1ccc(Br)cc1)CN(C)C (centres undefined)	-7.0	-19.0	0.781	2.1	0.0	/	-1.5	-6.3	92.0*
COc1ccc(N2CCN(C(=O)CN3C(=O)c4ccccc4S3(=O)=O)CC2)cc1	1.5[fluorescence artefact?]	-24.8[20 µM]	0.858	-14.0	0.9	7.7	6.5	-3.9	-7.0
COc1cccc(-c2nc(=S)c3c(n2CCCO)CCCC3)c1	-5.7	3.3[20 µM]	1.43	-9.6	11.2	-1.2	-6.8	-10.0	-6.8

Of the compounds above, these have a CF3 group:
SMILES	14-3-3 Bad inh	Furin inhibitor	KCC2 mod	hK5 inh	eIF4E-4G inh	Rad51 HR inh	thrombin 1536	EBV gp42 inh	NCF1 inh
O=C(NC1(C(F)(F)F)NC(=O)N(Cc2ccco2)C1=O)c1cccs1 (centres undefined)	7.0	-7.5	/	-11.7	0.3	-14.5	-4.1	-27.5	-5.5
COc1ccc(-c2cc(C(F)(F)F)n3ncc(C(=O)NCc4ccco4)c3n2)cc1	-5.8	-7.7	/	4.1	-18.3	/	0.4	-26.3	2.4
O=C(Nc1ccc(Cl)cc1)OC(CN1CCCCC1)C(F)(F)F (centres undefined)	-10.5	-11.6[20 µM]	0.501	-0.9	1.1	-5.7	-3.8	-3.2	-3.0

More results follow.
SMILES	14-3-3 Bad inh	Furin inhibitor	KCC2 mod	hK5 inh	eIF4E-4G inh	Rad51 HR inh	thrombin 1536	EBV gp42 inh	NCF1 inh
Cc1onc(-c2ccccc2Cl)c1C(=O)N(Cc1nc(-c2ccccc2)no1)C1CCCCC1	2.9	-24.1[20 µM]	/	3.3	0.4	4.8	7.8	-11.4	-9.3
CCOC(=O)c1c(CSc2ccccc2)oc2cc(Br)c(O)c(CN(C)C)c12	-6.5	-18.6	0.0367	3.3	4.2	/	-4.4	-8.8	-1.4
O=C(c1cc2ccccc2oc1=O)N1CCN(Cc2ccc3c(c2)OCO3)CC1	2.0	-22.1	/	-4.2	2.0	5.6	-3.2	-11.6	-10.5
Fc1cccc(F)c1-n1c(CN2CCOCC2)csc1=S	-11.8	-26.8	0.515	-4.3	3.1	6.9	-6.2	-10.3	-6.1
CC1CCN(S(=O)(=O)c2ccc3c(c2)oc(=O)n3CC(=O)N2c3ccccc3CC2C)CC1 (centres undefined)	-4.7	-8.9	-0.434	-20.3	3.8	/	-0.3	-39.5	-136.4
CCCCC(=O)Nc1ccc(NC(=O)CC)cc1OC	-2.4	-5.2[20 µM]	1.31	21.2	-4.6	0.2	-3.3	3.3	-7.2
